Source: PubChem BioAssay (several laboratories)
Tn6 DDE FP = inhibitors of Tn6 peptide binding to fibrin DD(E), primary screen, biochemical, fluorescence polarization, human fibrin, Tn6 probe; Fibrin DD(E) TRITC-Tn6 fluorescence polarization displacement; inhibition, % at 8.3 µM; 370,000 tested, 0.21% active; AID 720509, 2013;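 active means inhibition above a per-campaign cutoff: mean of compounds within control limits plus 3 SD, cut at about 15% in these data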;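 further: 0% = median of all compound wells on the plate and 100% = blocking peptide control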
sPLA2-III inh = human group III sPLA2 inhibitors, primary screen, biochemical, QFRET, BODIPY PC-A2 liposome substrate | QFRET BODIPY PC-A2 liposome hydrolysis, fluorescence | Group 3 secretory phospholipase A2 (Homo sapiens), Q9NZ20 | inhibition, % at 12.2 µM | 370,000 tested, 0.56% active | AID 743126, 2013;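 active means inhibition above mean plus 3 SD of compounds lying within the high and low control bounds, cut at about 19% in these data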;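 further: 0% = median of test compound wells and 100% = no enzyme DMSO wells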
DDE Tn7 FP inh = inhibitors of Tn7 peptide binding to fibrin DD(E), primary screen, biochemical, fluorescence polarization, human fibrin, Tn7 probe; inhibition, % at 8.3 µM; 370,000 tested, 0.13% active; FP displacement of FITC-Tn7 peptide from fibrin DD(E); 0% = median of compound wells per plate; Fibrinogen beta chain (Homo sapiens), P02675; AID 720508, 2013;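 active means inhibition above the mean of compounds falling within the control limits plus 3 SD of them, cut at about 14% in these data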;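 further: 0% = plate median of compound wells and 100% = 10 µM Aha-Tn7 peptide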
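Also added: labelled Tn7 tracer, 0.1 µM; Assay system: human fibrin DD(E) protein; Amount: 2 µM fibrin DD(E); Schedule: 10 min compound pre-incubation, 3 h probe incubation at room temperature; Repeats: one replicate per compound; Read-out basis: percent inhibition; Measured by: fluorescence polarization of the labelled Tn7 tracer.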
PLC-gamma1 inh = PLC-gamma1 enzyme inhibitors, primary screen, biochemical, fluorescence, purified enzyme; 1-phosphatidylinositol 4,5-bisphosphate phosphodiesterase gamma-1 (Homo sapiens), P19174; fluorogenic substrate; inhibition, % at 12.2 µM; 370,000 tested, 0.84% active; AID 720700, 2013; in the data active means inhibition above about 9.5%
ASAP1 GAP inh = inhibitors of human ASAP1 ArfGAP activity, primary screen, biochemical, fluorescence polarization | ASAP1-stimulated ARF1 GTP hydrolysis, GDP FP detection | AID 624377, 2012 | Arf-GAP with SH3 domain, ANK repeat and PH domain-containing protein 1 (Homo sapiens), … | 360,000 tested, 0.19% active | inhibition, % at 16.5 µM; in the data active means inhibition above about 25%;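 further: 0% = vehicle with enzyme and substrate and 100% = no enzyme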
Target sequence (Q9ULH1 325-724 limits assumed): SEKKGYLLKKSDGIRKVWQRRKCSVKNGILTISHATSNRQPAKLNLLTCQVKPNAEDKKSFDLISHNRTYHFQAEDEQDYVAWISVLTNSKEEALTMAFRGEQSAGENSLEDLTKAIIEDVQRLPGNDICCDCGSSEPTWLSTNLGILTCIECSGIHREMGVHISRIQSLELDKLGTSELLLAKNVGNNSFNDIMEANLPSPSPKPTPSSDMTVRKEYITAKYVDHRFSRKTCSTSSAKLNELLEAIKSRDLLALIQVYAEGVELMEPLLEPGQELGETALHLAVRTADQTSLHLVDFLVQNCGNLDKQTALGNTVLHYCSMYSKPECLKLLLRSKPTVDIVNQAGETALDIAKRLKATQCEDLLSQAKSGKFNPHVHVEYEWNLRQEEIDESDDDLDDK
PLCb3 inh = human PLC-beta3 inhibitors, primary screen, biochemical, fluorescence; 1-phosphatidylinositol 4,5-bisphosphate phosphodiesterase beta-3 (Homo sapiens), Q01970; Purified PLC-beta3, fluorogenic substrate; inhibition, % at 12.2 µM; 370,000 tested, 0.18% active; in the data active means inhibition above about 11%;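 further: 0% = median of compound wells on plate and 100% = full blocker control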
ARFGAP1 inh = inhibitors of rat ARFGAP1 GAP activity, primary screen, biochemical, fluorescence polarization, GDP tracer; ADP-ribosylation factor GTPase-activating protein 1 (Rattus norvegicus), Q62848; Arfgap1-stimulated ARF1 GTP hydrolysis, GDP FP detection; inhibition, % at 16.5 µM; 360,000 tested, 0.26% active;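 active means inhibition above a per-plate limit, mean inhibition of low control wells plus 3 SD, cut at about 25% in these data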;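 further: 0% = DMSO wells with enzyme and 100% = wells lacking Arfgap1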
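Assay system: Rat Arfgap1 GAP domain (His6, aa 1-136), purified enzyme | Buffer or medium: HEPES 25 mM pH 7.5, NaCl 150 mM, MgCl2, DTT | Schedule: GTP hydrolysis reaction 2 h at 25 °C | Signal: FP of antibody-bound GDP Alexa 633 tracer, ex 620/em 688 nm | Measure: Percent inhibition of Arfgap1-stimulated GTP hydrolysis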
UHRF1 binding = UHRF1 methylated DNA binding inhibitors, primary screen, counter-screen for MBD2 inhibitor project, biochemical, TR-FRET, human UHRF1, single concentration; UHRF1 binding to methylated oligo; 370,000 tested, 0.75% active; inhibition, % at 4.4 µM; AID 687016, 2013; E3 ubiquitin-protein ligase UHRF1 (Homo sapiens), Q96T88; in the data active means inhibition above about 21%;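 further: UHRF1 SRA domain binding a hemimethylated CpG hairpin DNA probe; 0% = median of test compound wells and 100% = reference inhibitor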
NR1D1 modulator = modulators of Rev-erb alpha DNA binding, primary screen, biochemical, FITC-DNA, fluorescence polarization, uHTS; Nuclear receptor subfamily 1 group D member 1 (Homo sapiens), P20393; Rev-erbα–FITC-DNA binding, 90 min; activity, % at 10 µM; 370,000 tested, 0.79% active; AID 1259318, 2017;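 active means activity above about 14%, limit read from the data; passing the limit was not always enough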;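 further: 0% = DMSO wells with 35 nM protein and 100% = DMSO wells with 750 nM protein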
Target sequence (P20393 whole entry, looked up): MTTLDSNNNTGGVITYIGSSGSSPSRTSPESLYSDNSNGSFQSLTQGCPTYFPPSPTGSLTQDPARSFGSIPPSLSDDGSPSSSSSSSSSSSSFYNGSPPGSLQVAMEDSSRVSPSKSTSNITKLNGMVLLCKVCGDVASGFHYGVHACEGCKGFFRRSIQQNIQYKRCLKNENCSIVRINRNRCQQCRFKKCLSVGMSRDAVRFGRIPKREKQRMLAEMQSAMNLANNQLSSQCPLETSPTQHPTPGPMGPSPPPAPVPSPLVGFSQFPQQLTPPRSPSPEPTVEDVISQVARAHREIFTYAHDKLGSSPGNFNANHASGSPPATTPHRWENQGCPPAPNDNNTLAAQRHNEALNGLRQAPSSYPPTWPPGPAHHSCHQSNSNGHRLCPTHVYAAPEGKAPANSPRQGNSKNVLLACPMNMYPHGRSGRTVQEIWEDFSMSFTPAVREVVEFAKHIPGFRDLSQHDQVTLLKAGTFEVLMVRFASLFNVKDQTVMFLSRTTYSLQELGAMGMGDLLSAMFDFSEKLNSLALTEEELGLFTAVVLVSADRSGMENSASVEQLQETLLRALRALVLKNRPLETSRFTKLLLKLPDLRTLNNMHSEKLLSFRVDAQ
proKLK7 act = proKLK7 zymogen activators, primary screen, biochemical, fluorescence intensity | Kallikrein-7 (Homo sapiens), P49862 | purified proKLK7, EDANS-DABCYL substrate fluorescence; 100% is mature enzyme control, 0% vehicle | activation, % at 7 µM | 370,000 tested, 0.9% active;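 active means activation above the mean of all tested compounds plus 3 SD, computed per campaign excluding outliers beyond control limits, cut at about 13% in these data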
The depositor's hits bear a star.

SMILES	Tn6 DDE FP	sPLA2-III inh	DDE Tn7 FP inh	PLC-gamma1 inh	ASAP1 GAP inh	PLCb3 inh	ARFGAP1 inh	UHRF1 binding	NR1D1 modulator	proKLK7 act
CCOC(=O)[C@@H]1[C@H]2COc3cc(OC)ccc3[C@H]2N2C(=O)N(c3ccc(C)cc3)C(=O)[C@]12C	6.0	-4.9	5.8	3.6	-3.3	1.3	-7.3	-2.7	3.2	0.3
Cc1cc(C)c(S(=O)(=O)N2CCOC23CCN(S(C)(=O)=O)CC3)c(C)c1	-4.8	8.8	-2.6	2.3	6.2	0.6	8.4	2.7	4.7	-0.2
c1ccc(CCC2CCCCN2Cc2nc(-c3ccc4c(c3)OCO4)no2)nc1 (stereo not drawn)	-4.7	-2.7	0.1	-3.2	-11.2	-11.9	6.9	2.2	2.6	0.3
C=C(C)C(=O)Nc1cccc(C2=NOC3(C2)C[C@@H](C(N)=O)N(C(=O)/C=C/CC)C3)c1 (stereo partly drawn)	0.8	-6.6	2.0	2.6	9.2	2.0	7.0	66.6*	-21.6	0.4
CCOC(=O)c1c(=O)n(O)c2ccc(OC)cc2[n+]1[O-]	1.8	-1.0	-0.2	-22.7	-12.3	-25.6	-3.1	-1.9	9.5	1.2
COC(=O)c1c(NC(=O)CN(c2ccc(C)c(C)c2)S(C)(=O)=O)sc2c1CCCC2	2.2	-8.0	0.5	1.1	-16.5	2.2	9.8	-0.5	0.0	-1.0
NC(=O)CC1(CC(=O)O)CCCCC1	-0.6	1.7	-9.4	-0.7	0.4	1.1	-1.8	3.1	7.1	0.4
COc1ccc(OCC(O)Cn2c(=N)n(Cc3ccccc3)c3ccccc32)cc1 (stereo not drawn)	-0.9	3.5	-0.5	6.1	7.1	6.5	-2.7	4.6	0.5	0.1
O=C(O)c1ccc(Oc2ccc(S(=O)(=O)c3ccc(C(=O)O)c(C(=O)O)c3)cc2)cc1	-1.9	-2.6	-0.3	0.2	-4.3	-7.5	3.9	3.4	-11.5	0.3
CC(=O)N(c1ccccc1)c1ccc([N+](=O)[O-])cc1[N+](=O)[O-]	8.6	4.8	4.7	3.3	-13.0	4.3	3.6	11.3	5.7	-0.3
CCN(CC(=O)Nc1c(F)cccc1F)C(=O)CCCSc1nc2ccccc2[nH]1	-4.2	3.0	2.7	-0.4	2.3	-1.6	-0.2	2.8	4.8	-0.4
O=S(=O)(Cc1ccccc1Cl)NCCc1ccccc1	2.0	-6.7	2.1	0.8	15.1	0.9	0.3	-1.6	-1.4	0.8
COC(=O)c1cc(C(=O)OC)cc(S(=O)(=O)Nc2ccc(Cl)c(N)c2)c1	-0.9	-25.9	-0.2	-0.4	-11.1	-2.0	-4.6	4.0	-5.2	-0.1
Cc1ccc2nc(-c3ccc(NS(=O)(=O)c4ccccc4)cc3)sc2c1	-0.4	-25.4	4.4	-60.6	2.4	-68.9	5.5	-0.1	-1.7	-23.5
O=C(CCCOc1ccccc1)N1CCN(c2ccccn2)CC1	0.6	2.3	-2.5	-1.2	-15.1	-0.5	-9.7	0.5	-2.5	-0.7

Single records, from the list above. Order of values: Tn6 DDE FP, sPLA2-III inh, DDE Tn7 FP inh, PLC-gamma1 inh, ASAP1 GAP inh, PLCb3 inh, ARFGAP1 inh, UHRF1 binding, NR1D1 modulator, proKLK7 act
Listed for c1ccc(CCC2CCCCN2Cc2nc(-c3ccc4c(c3)OCO4)no2)nc1 (stereo not drawn) : -4.7, -2.7, 0.1, -3.2, -11.2, -11.9, 6.9, 2.2, 2.6, 0.3
Listed for COC(=O)c1c(NC(=O)CN(c2ccc(C)c(C)c2)S(C)(=O)=O)sc2c1CCCC2 : 2.2, -8.0, 0.5, 1.1, -16.5, 2.2, 9.8, -0.5, 0.0, -1.0

Back to the main list with the 2 entries that preceded the break.
SMILES	Tn6 DDE FP	sPLA2-III inh	DDE Tn7 FP inh	PLC-gamma1 inh	ASAP1 GAP inh	PLCb3 inh	ARFGAP1 inh	UHRF1 binding	NR1D1 modulator	proKLK7 act
Cc1ccc2nc(-c3ccc(NS(=O)(=O)c4ccccc4)cc3)sc2c1	-0.4	-25.4	4.4	-60.6	2.4	-68.9	5.5	-0.1	-1.7	-23.5
O=C(CCCOc1ccccc1)N1CCN(c2ccccn2)CC1	0.6	2.3	-2.5	-1.2	-15.1	-0.5	-9.7	0.5	-2.5	-0.7
O=[N+]([O-])/C=C/c1cc2ccccc2[nH]1	5.2	-1.9	1.5	-0.4	-8.2	-12.4	-4.0	-4.8	-1.6	-0.6
CCC[C@H]1CN(c2ccccc2)C(=O)[C@@H]1CC(=O)NC	3.9	11.6	4.7	0.5	6.0	1.8	17.9	-0.8	-1.5	-0.1
COc1cc(CNCc2ccccc2)ccc1OCC(O)c1ccccc1 (stereo not drawn)	-0.8	-8.0	2.4	6.5	11.2	-1.9	16.4	-1.6	-2.7	0.1
CCc1c(C)sc(NC(=O)C2CC2)c1C(=O)OC(C)C	-2.5	-2.2	-13.7	1.3	6.2	2.1	16.0	-0.3	-0.7	-0.9
O=C(O)CCCCCn1c(O)c(C=C2N=c3ccccc3=N2)sc1=S	-2.5	-12.3	4.7	-26.9	4.0	-27.6	2.7	-4.5	7.4	1.5
COc1ccc(CCNc2nnc(C)c(=O)[nH]2)cc1OC	-0.3	-2.8	3.7	8.3	-9.8	5.5	0.7	1.9	-1.0	0.1
O=C(CSc1ncccc1C(=O)O)NCc1ccc(F)cc1	-0.5	0.0	2.1	1.3	4.0	3.0	18.0	-0.4	4.1	-0.2
COc1cccc(/C=N/n2c(C)nc3ccccc32)c1OC	1.6	-0.4	-6.8	-2.9	-2.8	1.0	-12.3	-3.5	-6.4	0.7
CN(C)S(=O)(=O)c1ccc(C(=O)OCCCN=C2NS(=O)(=O)c3ccccc32)cc1	3.0	0.9	11.9	0.1	0.0	2.8	-10.4	-1.8	-7.7	0.2
Cc1cc(C)c(S(=O)(=O)N2CCN(C(=O)C(C)Cn3nc(C)nc3C)CC2)c(C)c1 (stereo not drawn)	-1.0	11.2	1.7	3.3	2.7	-5.3	4.8	4.2	-0.2	-0.1
CCCN(CCC)Cc1c(C(=O)N/N=C/c2ccncc2)nnn1-c1nonc1N	2.0	-5.3	-2.8	-3.6	-4.4	-3.7	8.1	-0.1	5.7	-0.1
COc1cc(/C(C)=N/NC(=O)CSc2nc3ccccc3[nH]2)ccc1O	7.2	4.4	1.6	-3.3	-8.6	-13.9	-7.1	1.0	0.7	-0.6
Cc1ccc(C(=O)NCCN2CCOCC2)cc1Cl	3.6	4.7	3.5	-0.5	4.7	-3.5	1.7	-1.7	4.4	-0.2
CC(=O)c1cccc(S(=O)(=O)NC(C)C2CC3CCC2C3)c1 (stereo not drawn)	9.7	-3.0	2.8	3.9	0.8	-1.1	-7.8	3.8	3.5	-0.1
CC(=O)Nc1nnc(CSCc2ccccc2F)s1	3.6	-1.1	4.7	0.3	1.7	-2.7	-5.9	-1.0	3.4	0.3
COC(=O)[C@H](Cc1ccccc1)NC(=O)[C@@H](N)CC(=O)OCc1ccccc1	-3.7	7.5	-0.6	-1.8	11.9	-2.6	4.8	1.4	-3.0	0.7
Cc1ccc(N(CC(O)CN(C)C)S(=O)(=O)c2ccccc2)cc1 (stereo not drawn)	2.2	3.7	1.4	-3.1	-1.9	1.9	5.5	4.1	0.3	-1.0
CCOC(=O)CCCN(c1[nH]c(C)c(C)c1C#N)S(=O)(=O)c1ccc(C)cc1	-5.2	-5.0	8.7	2.7	5.2	0.3	-1.0	-1.1	6.1	0.1
O=C(COC(=O)c1ccccc1O)NC12CC3CC(CC(C3)C1)C2	-0.9	-14.2	-0.7	2.4	3.8	3.2	0.0	-1.8	-2.0	1.9
CC(=O)Nc1ccc(C(=O)OCC(=O)N(c2ccccc2)C2CCS(=O)(=O)C2)cc1 (stereo not drawn)	-8.4	-5.3	-6.0	3.5	-14.7	-1.9	14.2	-0.3	-5.6	0.0
CC(=O)Oc1ccc(-c2nc3cc(Cl)ccc3c(=O)o2)cc1	6.4	-15.9	2.7	-6.3	-11.4	-8.5	-2.0	-0.9	1.4	0.2
O=C(NCCCN1CCOCC1)c1cc(-c2ccc(F)cc2)nc2ccccc12	4.9	6.8	0.1	-69.8	-6.1	-97.6	-2.2	-1.7	-4.4	0.9
Cc1ccc(N=Nc2c(N)n[nH]c2N)cc1	6.0	1.9	-7.7	8.8	1.7	3.5	-0.1	-5.0	-2.9	0.7
C[C@H](CO)N1C[C@H](C)[C@@H](CN(C)S(=O)(=O)c2ccc(F)cc2)Oc2ccc(NS(=O)(=O)c3cccs3)cc2C1=O	-8.3	-0.8	-1.5	3.5	6.4	-0.4	3.5	3.5	-4.4	0.0
O=C(COC(=O)CCc1nc2ccccc2c(=O)[nH]1)Nc1ccccc1Cl	2.3	8.3	3.1	-6.2	-3.9	-17.0	1.6	4.7	2.7	-0.8
CC(C)(C)n1nnnc1C(c1ccc(C#N)cc1)N1CCCC2(CCCCC2)C1 (stereo not drawn)	0.1	3.8	-2.5	-0.7	1.9	1.4	-2.1	0.1	-0.3	-0.2
C(=C\c1ccccn1)/c1ccncc1	-6.8	4.4	-7.0	-6.8	-6.1	-12.7	-3.9	-5.1	-7.0	0.3
CCC1Oc2ccc(C)cc2N(CC(=O)NCCN2CCOCC2)C1=O (stereo not drawn)	-1.7	-5.2	0.7	-0.5	4.4	-0.9	10.0	0.2	6.8	0.0

Just UHRF1 binding, for two of the compounds above:
canonical_smiles | UHRF1 binding
COC(=O)[C@H](Cc1ccccc1)NC(=O)[C@@H](N)CC(=O)OCc1ccccc1 | 1.4
Cc1ccc(N(CC(O)CN(C)C)S(=O)(=O)c2ccccc2)cc1 (stereo not drawn) | 4.1
